PfHsp90 yeast 2: reduces growth (ATP signal) of yeast expressing P. falciparum Hsp90; AID 504621; S. cerevisiae expressing PfHsp90, BacTiter-Glo ATP, 48 h; yeast lacking PDR1 and PDR3 efflux regulators; inhibition, % at 9.4 µM; hit rate 0.32% among 310,000;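 active means every replicate shows inhibition above about 80%, whatever the replicate mean, limit read from the data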;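 further: 0% = DMSO neutral controls and 100% = 20 µM radicicol positive controls; yeast relying on Plasmodium falciparum Hsp90 in place of its own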
Tat transport: inhibitors of E. coli Tat protein transport | E. coli MC4100 TorA-mCherry Tat export, fluorescence | inhibition, % at 10 µM | hit rate 0.036% among 340,000 | AID 488895;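 active means mean replicate inhibition at least 50% and at least half of replicates individually reaching 50%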;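 further: exported cargo escapes ClpAP degradation while cytoplasmic cargo is degraded and loses fluorescence; 0% = median of neutral control wells and 100% = median of NaSCN control wells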
DSG3 Ab inh: inhibitors of pemphigus antibody binding to human desmoglein-3. binding (percent of control), % at 10 µM. hit rate 0.48% among 310,000. DSG3-coupled beads, scFv-anti-DSG3-GFP binding, flow cytometry; hits give low values;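 active means binding more than 3 SD below its plate's average and above zero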;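 further: hits lower antibody fragment binding to DSG3; some compounds called inactive have numbers as strong as hits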
Target sequence (P32926 whole entry, looked up, the tested form may be a part): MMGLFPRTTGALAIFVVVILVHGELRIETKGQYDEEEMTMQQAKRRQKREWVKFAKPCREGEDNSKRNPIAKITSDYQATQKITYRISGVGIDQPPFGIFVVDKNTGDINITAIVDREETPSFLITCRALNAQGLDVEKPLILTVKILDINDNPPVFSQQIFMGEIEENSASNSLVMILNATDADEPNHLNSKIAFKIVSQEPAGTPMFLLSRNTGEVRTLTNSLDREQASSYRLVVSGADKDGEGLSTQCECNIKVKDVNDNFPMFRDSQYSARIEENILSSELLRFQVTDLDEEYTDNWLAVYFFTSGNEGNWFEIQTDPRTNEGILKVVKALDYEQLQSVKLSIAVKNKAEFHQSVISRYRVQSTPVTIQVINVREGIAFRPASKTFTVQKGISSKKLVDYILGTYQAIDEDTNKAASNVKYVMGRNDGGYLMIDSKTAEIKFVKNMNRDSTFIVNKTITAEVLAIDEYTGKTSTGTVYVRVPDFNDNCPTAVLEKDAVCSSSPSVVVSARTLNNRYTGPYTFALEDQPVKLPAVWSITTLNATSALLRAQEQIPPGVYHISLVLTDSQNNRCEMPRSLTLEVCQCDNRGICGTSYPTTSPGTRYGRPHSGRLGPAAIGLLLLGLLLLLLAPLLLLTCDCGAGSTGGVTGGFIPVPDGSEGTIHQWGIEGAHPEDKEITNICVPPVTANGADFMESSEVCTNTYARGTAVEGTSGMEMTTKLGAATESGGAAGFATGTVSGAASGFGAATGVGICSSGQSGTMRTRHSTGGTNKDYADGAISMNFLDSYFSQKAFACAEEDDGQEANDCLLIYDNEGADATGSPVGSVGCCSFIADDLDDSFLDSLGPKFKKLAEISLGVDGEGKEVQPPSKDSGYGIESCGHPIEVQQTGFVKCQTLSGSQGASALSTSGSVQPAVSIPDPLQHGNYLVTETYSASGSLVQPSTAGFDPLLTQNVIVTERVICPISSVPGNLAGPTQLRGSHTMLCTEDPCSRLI
Mot1-301 SUMO: inhibitors of SUMOylation pathway: yeast Mot1-301 growth rescue. S. cerevisiae Mot1-301 growth rescue, ATP luminescence, 38.5C; percent above DMSO median, 100 means doubled. growth rescue, % at 18.8 µM. hit rate 1% among 320,000. AID 2716;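 active means every valid replicate shows activation above 250% relative to neutral control wells; inactive means the rest, any valid replicate at or below 250%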;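 further: OY570 slx delta 5 strain wells were the positive control but not used for scaling; some compounds called inactive have numbers as strong as hits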
OPRM1-OPRD1 inv: inverse agonists of human mu-delta opioid receptor heterodimerization; cell-based MOR-DOR heterodimer luminescence, inverse agonism; inhibition, % at 9.3 µM; hit rate 0.21% among 340,000; AID 504357; in the data active means inhibition above about 22%, passing the limit was not always enough;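 further: 0% = cells with DMSO and 100% = wells without cells with DMSO; values of inactives mirror those of a sister screen read the other way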
Arrestin-AP2 inh: blocks beta-arrestin peptide binding to AP2 adaptin. AID 504490. FITC-arrestin peptide / GST-AP2 beads, flow cytometry; AP2 beta2 appendage carries R879A mutation. inhibition, % at 10 µM. hit rate 0.31% among 340,000;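 active means inhibition above a set limit, near 3 SD of compounds lacking own fluorescence, cut at about 54% in these data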;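 further: plate controls were DMSO wells for no effect and 5 µM unlabelled arrestin peptide for full effect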
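Material – AP2 appendage R879A on GSH beads · Buffer or medium – PBS with 0.05% Tween 20 and 0.1% BSA · Probe or stimulus – fluorescein-tagged arrestin peptide at 50 nM final · Incubation – compound with beads 12 min RT, then probe 1 h RT · Detection – high-throughput flow cytometry of beads, ex 488, em 535 nm · Evaluation – percent response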
AddAB inh: less growth of phage-infected E. coli with AddAB | E. coli expressing H. pylori AddAB, absorbance growth | inhibition, % at 11.9 µM | hit rate 0.29% among 330,000 | AID 435030; in the data active means inhibition above about 12%;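 further: 0% = vehicle wells of infected cells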
PKA-R1A activ: activators of PKA-R1A complex | PKA-R1A dissociation, Cy5-IP20 fluorescence polarization; scaled: DMSO 0%, 113 µM cGMP 100% | P00514+P68181 | hit rate 0.083% among 340,000 | activation, % at 11.4 µM | AID 504707;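 active means percent activation above the mean of all tested compounds plus 3 SD, cut at about 19% in these data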;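 further: higher means more PKAc released from R1A so a rise in polarization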
Ecoli viability: bacterial growth inhibition, counter-screen for AddAB inhibitors. hit rate 0.27% among 330,000. inhibition, % at 11.9 µM. AID 449728. E. coli V3065 growth, OD600 absorbance, 18 h;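 active means inhibition above the campaign's mean inhibition across all tested compounds plus 3 SD, cut at about 9.9% in these data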;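 further: uninfected addAB+ strain grown without phage in ampicillin broth; 0% = DMSO wells and 100% = ciprofloxacin 0.95 µg/ml wells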
phage Ecoli inh: E. coli growth loss with phage present | inhibition, % at 11.9 µM | hit rate 0.26% among 360,000 | growth absorbance; in the data active means inhibition above about 11%
MOR-DOR ag: OPRM1-OPRD1 heterodimerization agonism. P35372+P41143. cells, luminescence. activation, % at 9.3 µM. hit rate 0.3% among 340,000. AID 504326; in the data active means activation above about 18%;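 further: 0% = vehicle-treated cells and 100% = reference agonist; values of inactives mirror those of a sister screen read the other way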
Starred values were filed as active, the others as inactive; . = no result given.

SMILES | PfHsp90 yeast 2 | Tat transport | DSG3 Ab inh | Mot1-301 SUMO | OPRM1-OPRD1 inv | Arrestin-AP2 inh | AddAB inh | PKA-R1A activ | Ecoli viability | phage Ecoli inh | MOR-DOR ag
CC1CCCC(CC(=O)O)(CC(=O)O)C1 (stereo unspecified) | -7 | 17 | 107 | -18 | 2 | 3 | 3.2 | -3 | -0.5 | -0.5 | -0.4
O=C(c1ccccc1)c1ccc(O)c(O)c1O | -2 | 4 | 97 | . | -3 | 7 | . | -4 | . | 3.4 | 0.6
Cc1cccc(C)c1N1C(=O)c2ccccc2C1=O | . | -6 | 98 | 9 | -11 | 30 | 2.1 | -14 | -2.0 | 0.0 | 1.8
O=C(COC(=O)c1ccccc1Br)NCC1CCCO1 (stereo unspecified) | -11 | 1 | . | 8 | 16 | 15 | -1.7 | 4 | 0.1 | 0.3 | -3.8
Cc1ccc(S(=O)(=O)N(CC(=O)N2CCC(C)CC2)c2ccccc2)cc1 | -114 | -7 | 102 | -13 | 17 | -14 | 0.7 | -13 | -2.8 | 4.3 | -3.2
O=C(O)c1ccc(N=Nc2c(O)[nH]c3ccc(Br)cc23)cc1 | 10 | 11 | 109 | -15 | 2 | 2 | -2.7 | -12 | -2.2 | 0.2 | -0.4
Nc1nc(NCc2ccco2)nc(N2CCN(Cc3ccccc3)CC2)c1[N+](=O)[O-] | 3 | 0 | 102 | -9 | 2 | 6 | 1.0 | -3 | -1.3 | -0.5 | -0.5
CCn1c(SCC(=O)Nc2cccc(NC(=O)c3cccs3)c2)nnc1-c1ccncc1 | 42 | -16 | 100 | -8 | 10 | -4 | -0.1 | -7 | -3.3 | . | -2.3
CCOC(=O)c1sc(N2C(=O)C(O)=C(C(=O)c3ccco3)C2c2ccc(C)o2)nc1C (stereo unspecified) | 10 | 0 | 102 | 163 | 10 | 29 | 1.2 | 0 | -0.6 | 0.7 | -1.8
CCCCNC(=O)c1c[nH]c2ccc(S(=O)(=O)N3CCOCC3)cc2c1=O | -2 | 2 | 114 | 12 | 14 | 1 | -0.8 | -9 | 0.8 | -1.5 | -2.9
O=C(NCC1CCCO1)c1ccc(NC(=O)c2cc(F)c(F)cc2Cl)cc1 (stereo unspecified) | -8 | -3 | 106 | 22 | 5 | 2 | 2.7 | 0 | -1.6 | 0.1 | -0.9
O=C(Nc1nc2c(Cl)ccc(Cl)c2s1)c1ccco1 | 0 | 5 | 163 | 51 | 0 | 4 | -2.5 | 0 | -0.1 | 2.5 | 0.0
CC(=O)c1ccc(NC(=O)CN(c2c(C)cccc2C)S(C)(=O)=O)cc1 | -15 | -6 | 96 | 4 | 2 | -11 | . | -5 | . | -0.4 | -0.4
CC1CCN(C2=NC(=O)/C(=C/c3cn[nH]c3-c3ccccc3)S2)CC1 | 12 | 2 | 97 | 1 | 10 | -4 | 5.6 | 5 | 1.3 | 5.2 | -2.0
CCN(C(=O)Cn1c([N+](=O)[O-])cnc1C)c1ccccc1 | -18 | -3 | 109 | -2 | 4 | -3 | 2.9 | 3 | -2.1 | 1.5 | -0.7
CCOCCOc1cccc(C(=O)NC(c2ccccc2)C(C)C)c1 (stereo unspecified) | -54 | -2 | 106 | -4 | 17 | -4 | 2.4 | -7 | 1.8 | 1.0 | -3.3
CC1CCCCC1NC(=O)COC(=O)C12CC3CC(CC(Cl)(C3)C1)C2 (stereo unspecified) | -32 | 2 | 105 | 11 | -20 | -12 | 2.4 | 0 | 2.1 | 3.2 | 3.7
O=C(Cc1cccc(NC(=O)C2CCCN(C(=O)C3CCCCC3)C2)c1)Nc1cccc(C(=O)N2CCCCC2)c1 (stereo unspecified) | 37 | 12 | 101 | . | 8 | -6 | . | -10 | . | -0.9 | -1.6
C#CCOCCOCCOCCNc1nc(N2CCN(C(=O)CCCCCCCCCCNC(=O)[C@H]([C@@H](C)CC)n3cc(CCCCCN)nn3)CC2)nc(N2CCN(C(=O)CCCCCCCCCCNC(=O)[C@H](CO)n3cc(CCCCCN)nn3)CC2)n1 | 26 | 25 | 115 | 2 | -8 | -1 | -4.9 | -4 | 0.3 | . | 1.4
CCC(Sc1ncccc1C(=O)OC(C)C)C(=O)NCc1ccco1 (stereo unspecified) | . | 3 | 94 | -5 | 2 | 26 | 0.9 | -9 | 0.2 | 1.5 | -0.3
C=CCNC(=O)CC(=O)N/N=C/c1cccs1 | 8 | 5 | 98 | -5 | 9 | 1 | 0.9 | -2 | -3.6 | 1.4 | -1.7
O=C(NCCNCc1ccccc1)c1ccco1 | 30 | -3 | 97 | . | 0 | 14 | . | -20 | . | -0.3 | 0.1
CN(C)c1nc(N)ncc1-c1ccc(Oc2ccccc2)cc1 | 30 | 0 | 79* | 42 | 0 | 49 | -0.4 | 1 | 1.1 | 3.6 | 0.1
Cn1cnc(C(=O)N2CCN(c3ccccc3)CC2)c1C(=O)N1CCN(c2ccccc2)CC1 | -1 | 10 | 102 | 14 | 1 | 10 | 0.6 | -1 | 1.6 | 2.4 | -0.3
C=CCN(CC(=O)NCc1ccc(F)cc1)C(=O)c1csnn1 | . | 0 | . | -4 | 12 | 6 | 2.9 | -4 | 2.0 | 2.0 | -2.3
O=C(NC(=S)N1CCN(C/C=C/c2ccccc2)CC1)c1ccco1 | -18 | -5 | 100 | 0 | 15 | -11 | -1.1 | -2 | -0.1 | 3.5 | -2.9
O=C1CCC(=O)N1c1ccc(NCc2ccccc2Cl)c([N+](=O)[O-])c1 | -4 | -1 | 105 | 5 | 5 | -6 | 1.1 | 8 | 0.9 | 1.4 | -1.1
O=C(c1ccco1)N1CCN(C2CCCC2)CC1 | -10 | 1 | 95 | 598 | 5 | 28 | 2.4 | 1 | 0.4 | 0.4 | -1.0
Cc1ccc(-c2nc(N)sc2CC(=O)OCC(=O)NC2CCCC(C)C2C)cc1 (stereo unspecified) | -23 | -3 | 96 | -2 | 3 | -1 | 2.6 | -10 | -0.5 | 1.0 | -0.5
O=C(C=Cc1ccccc1)c1cc(Br)ccc1O | -1 | 1 | 91 | . | -17 | -1 | . | -6 | . | 1.9 | 3.4

Arranged by molar mass (high to low): some entries from above
SMILES | PfHsp90 yeast 2 | Tat transport | DSG3 Ab inh | Mot1-301 SUMO | OPRM1-OPRD1 inv | Arrestin-AP2 inh | AddAB inh | PKA-R1A activ | Ecoli viability | phage Ecoli inh | MOR-DOR ag
O=C1CCC(=O)N1c1ccc(NCc2ccccc2Cl)c([N+](=O)[O-])c1 | -4 | -1 | 105 | 5 | 5 | -6 | 1.1 | 8 | 0.9 | 1.4 | -1.1
O=C(NC(=S)N1CCN(C/C=C/c2ccccc2)CC1)c1ccco1 | -18 | -5 | 100 | 0 | 15 | -11 | -1.1 | -2 | -0.1 | 3.5 | -2.9
C=CCN(CC(=O)NCc1ccc(F)cc1)C(=O)c1csnn1 | . | 0 | . | -4 | 12 | 6 | 2.9 | -4 | 2.0 | 2.0 | -2.3

Following part
SMILES | PfHsp90 yeast 2 | Tat transport | DSG3 Ab inh | Mot1-301 SUMO | OPRM1-OPRD1 inv | Arrestin-AP2 inh | AddAB inh | PKA-R1A activ | Ecoli viability | phage Ecoli inh | MOR-DOR ag
S=C(NCCSCc1ccc(Cl)c(Cl)c1)Nc1ccccc1 | -42 | 7 | 110 | -10 | -18 | 1 | 4.9 | 11 | 5.5 | 4.1 | 3.0
CC1CCCCN1C(=O)CSc1nnc(-c2ccc(Cl)s2)o1 (stereo unspecified) | 6 | -2 | 102 | 4 | 7 | 10 | 2.5 | 3 | -0.1 | 1.3 | -1.5
COc1ccccc1CN(Cc1cc2cc(C)ccc2[nH]c1=O)Cc1nnnn1Cc1ccco1 | 22 | 20 | 113 | 44 | -4 | 2 | 0.7 | -8 | -5.0 | 0.9 | 0.9
CN(C)c1ccc(NC(=O)COC(=O)c2cc(=O)c3ccccc3o2)cc1 | -13 | -2 | 96 | 17 | 18 | -5 | 0.4 | 14 | 0.9 | 1.5 | -3.5
O=c1c(Cc2c(F)cccc2Cl)c(O)ccn1CC1CCCO1 (stereo unspecified) | 10 | -6 | 94 | 13 | 7 | -14 | 4.1 | 7 | 0.2 | 3.2 | -1.3
CCOC(=O)c1cc(CN2CCOCC2)oc1-c1ccccc1 | -9 | -7 | . | -5 | -2 | 8 | 0.5 | 2 | -2.4 | 2.4 | 0.3
COc1ccc(NC(=O)CSc2nc3ccccc3nc2N2CCCC2)cc1Cl | -2 | -3 | 94 | -12 | 3 | 14 | -0.2 | -6 | -0.3 | 2.7 | -0.6
Cn1c(=O)n(CC(=O)Nc2cccnc2)c2ccccc21 | -2 | -7 | 94 | 3 | . | 5 | 0.5 | -5 | -1.2 | 1.8 | .
O=C(CCc1nc2ccccc2[nH]c1=O)N/N=C/c1ccccc1 | 3 | 1 | 105 | -10 | 16 | 42 | 2.9 | 2 | -2.8 | 2.2 | -3.2
O=C(O)c1ccc(N/N=C/C(Br)=C/c2ccccc2)cc1 | -9 | 1 | 88 | 0 | 7 | 7 | 1.6 | -3 | 0.5 | -0.6 | -1.4
COCc1cc(=O)n2[nH]c(-c3cccs3)cc2n1 | -11 | -2 | 112 | -5 | 14 | -12 | 3.1 | -3 | -0.6 | 2.9 | -2.7
CC(=O)NC1(C(F)(F)F)NC(=O)N(C2CCCCC2)C1=O (stereo unspecified) | -35 | 5 | 97 | -10 | 8 | -1 | -1.1 | -1 | 2.0 | 2.9 | -1.6
CC(NC(=O)CN1C(=O)c2ccccc2C1=O)c1ccccc1 (stereo unspecified) | -7 | -3 | 92 | 16 | 19 | 7 | -1.2 | -1 | 0.0 | 2.7 | -3.3
Cc1ccc(S(=O)(=O)N(C)C)cc1NC(=O)C(C)OC(=O)C1CCCCC1 (stereo unspecified) | . | 5 | 90 | -1 | 15 | 2 | 0.7 | -8 | -2.8 | 2.3 | -2.9
COc1cccc(CNC2CCCC2)c1 | . | -13 | 102 | -19 | 15 | 7 | 0.3 | -5 | 1.0 | . | -3.0
CCOC(=O)C1=C(COC(=O)c2cc(OC)c(OC)cc2[N+](=O)[O-])NC(=O)NC1C (stereo unspecified) | -5 | -6 | 106 | -15 | -4 | 25 | 1.7 | 0 | 0.9 | 2.9 | 0.7
CC(=O)Nc1ccc(C(=O)CN2CCN(c3ccccc3)CC2)cc1 | -16 | -2 | 96 | -9 | 14 | -11 | -0.9 | 4 | -0.2 | 2.3 | -2.2
O=C(COC(=O)/C=C/c1cccc(Cl)c1)Nc1cccc(S(=O)(=O)NC2=NCCC2)c1 | 4 | 3 | 90 | 0 | 14 | 19 | 0.0 | 9 | -1.9 | -0.1 | -3.6
Cc1cc2nc(CCN(C(=S)NCC(C)C)C3CCCC3)[nH]c2cc1C | 16 | 0 | 111 | -6 | -32 | -12 | 1.9 | 3 | -2.3 | 1.1 | 5.7
O=C(Cn1ccc([N+](=O)[O-])n1)N1CCCCC1 | -5 | -2 | 89 | 46 | 14 | -10 | 0.2 | 9 | 0.1 | 0.1 | -2.8

Compounds as they come. Share with any hit: about 2.8%.
